CDK5 p35 inh: blocks human CDK5/p35 kinase activity; Recombinant CDK5/p35, ADP-Glo luminescence, 60 min; hit rate 0.01% among 330,000; inhibition, % at 10 µM;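 active = highest replicate inhibition of at least 50% and at least 75% of replicates reaching 50%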;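 also: plate controls were DMSO neutral control for no effect and GW8510 at 10 µM for full effect; many of its hits are not listed in these tables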
PKA-R1A activ: PKA-R1A complex activation | P00514+P68181 | PKA-R1A dissociation, Cy5-IP20 fluorescence polarization; scaled: DMSO 0%, 113 µM cGMP 100% | activation, % at 11.4 µM | hit rate 0.083% among 340,000 | AID 504707;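 active = percent activation above the mean of all tested compounds plus 3 SD, cut at about 19% in these data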;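 also: higher means more PKAc released from R1A so a rise in polarization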
DSG3 Ab inh: inhibitors of pemphigus antibody binding to human desmoglein-3. P32926. DSG3-coupled beads, scFv-anti-DSG3-GFP binding, flow cytometry; active compounds read low. binding (percent of control), % at 10 µM. hit rate 0.48% among 310,000;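 active = binding more than 3 SD below its plate's average and above zero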;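 also: hits lower antibody fragment binding to DSG3; some compounds called inactive have numbers as strong as hits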
Target sequence (P32926 whole entry, looked up, the tested form may be a part): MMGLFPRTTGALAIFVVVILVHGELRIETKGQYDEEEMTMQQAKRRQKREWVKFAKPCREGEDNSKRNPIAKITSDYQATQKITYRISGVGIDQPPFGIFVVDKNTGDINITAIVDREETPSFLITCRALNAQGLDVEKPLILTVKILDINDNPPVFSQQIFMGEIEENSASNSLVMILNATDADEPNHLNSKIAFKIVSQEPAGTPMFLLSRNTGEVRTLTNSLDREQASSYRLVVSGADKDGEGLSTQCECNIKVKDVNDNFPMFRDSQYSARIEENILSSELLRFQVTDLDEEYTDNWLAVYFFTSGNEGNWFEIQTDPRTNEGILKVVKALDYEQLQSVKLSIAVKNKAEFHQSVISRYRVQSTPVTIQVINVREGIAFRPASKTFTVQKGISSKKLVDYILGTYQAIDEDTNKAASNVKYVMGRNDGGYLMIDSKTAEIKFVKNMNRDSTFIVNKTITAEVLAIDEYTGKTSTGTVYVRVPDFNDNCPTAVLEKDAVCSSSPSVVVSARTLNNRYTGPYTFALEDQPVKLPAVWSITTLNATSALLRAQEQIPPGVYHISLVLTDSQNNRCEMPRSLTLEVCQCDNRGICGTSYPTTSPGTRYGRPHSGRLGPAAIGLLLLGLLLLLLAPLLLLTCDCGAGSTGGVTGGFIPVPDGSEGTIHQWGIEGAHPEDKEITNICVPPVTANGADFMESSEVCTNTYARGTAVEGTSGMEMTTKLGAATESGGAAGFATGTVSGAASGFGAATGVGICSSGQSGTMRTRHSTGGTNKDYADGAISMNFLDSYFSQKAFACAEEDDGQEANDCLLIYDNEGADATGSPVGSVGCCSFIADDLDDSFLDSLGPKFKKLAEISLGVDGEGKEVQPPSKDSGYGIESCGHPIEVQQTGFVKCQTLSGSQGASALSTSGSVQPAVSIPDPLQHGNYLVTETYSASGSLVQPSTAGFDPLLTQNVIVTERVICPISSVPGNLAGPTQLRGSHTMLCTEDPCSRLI
PKA-R2B act: PKA-R2B complex activation; P22694+P31323; PKA-R2B holoenzyme dissociation, Cy5-IP20 fluorescence polarization; R2B truncated from residue 108, S112A mutant; 0% DMSO only, 100% 113 µM cGMP; activation, % at 11.4 µM; hit rate 0.079% among 340,000;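 active = activation above a cutoff set at the mean over all compounds plus 3 SD, cut at about 18% in these data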;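 also: higher means more holoenzyme dissociation and a rise in polarization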
MITF act: increases MITF-driven TRPM1 promoter luciferase signal; hit rate 0.75% among 300,000; activation, % at 12.5 µM; AID 588334; SK-MEL-5 TRPM1-promoter luciferase, 24 h; % of positive control, neutral wells = 0;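 active = mean activation of at least 80% with every replicate also reaching 80%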;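 also: 0% = neutral control wells and 100% = parthenolide positive control wells; values of inactives mirror those of a sister screen read the other way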
dFosB activator: enhances mouse delta FosB homodimer DNA binding. P13346. hit rate 0.99% among 340,000. purified delta FosB, TAMRA-CDK5 oligo fluorescence polarization; percent of positive-control signal above neutral wells. activation, % at 25 µM;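 active = mean activation above about 17%, with every replicate also reaching it, limit read from the data, passing the limit was not always enough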;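 also: fluorescence polarization rise as delta FosB binds a TAMRA Cdk5 AP-1 oligo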
Arr AP2 block: inhibitors of human beta-arrestin and AP2 interaction; FITC-arrestin peptide / GST-AP2 beads, flow cytometry; AP2 beta2 appendage carries R879A mutation; inhibition, % at 10 µM; hit rate 0.31% among 340,000;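 active = inhibition above a set limit, near 3 SD of compounds lacking own fluorescence, cut at about 54% in these data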;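 also: plate controls were DMSO wells for no effect and 5 µM unlabelled arrestin peptide for full effect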
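System: GST-tagged AP2 beta2-adaptin appendage (R879A) on 4 µm glutathione beads / Reagent: FITC-arrestin peptide, 50 nM / Detection: HyperCyt-sampled flow cytometry, FL1 channel, ex 488/em 535 nm / Timing: 12 min plus 1 h, RT / Buffer or medium: PBS plus Tween 20 (0.05%) and BSA (0.1%)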
Mot1-301 SUMO: blocks SUMOylation pathway, rescuing yeast Mot1-301 growth; hit rate 1% among 320,000; AID 2716; S. cerevisiae Mot1-301 growth rescue, ATP luminescence, 38.5C; percent above DMSO median, 100 means doubled; growth rescue, % at 18.8 µM;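 active = every valid replicate shows activation above 250% relative to neutral control wells; inactive = the rest, any valid replicate at or below 250%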;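 also: OY570 slx delta 5 strain wells were the positive control but not used for scaling; some compounds called inactive have numbers as strong as hits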
NSD2 inh: blocks human histone methyltransferase NSD2 | O96028 | hit rate 0.54% among 310,000 | inhibition, % at 12.5 µM | NSD2 peptide methylation, AlphaScreen, 120 min; in the data active = inhibition above about 50%
SR-BI uptake up: enhances SR-BI lipid uptake from DiI-HDL; CHO ldlA[mSR-BI] cells, DiI-HDL uptake fluorescence, 3 h; 100 = double the neutral-control signal; activation, % at 12.5 µM; hit rate 0.096% among 320,000;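 active = mean replicate activation of at least 60% and every replicate at or above 60%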;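 also: 0% = median plate neutral-control signal and 100% = twice that signal; values of inactives mirror those of a sister screen read the other way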
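Material: SR-BI-overexpressing, LDLR-lacking CHO cells; schedule: compound exposure 3 h, 37 °C; reagent: DiI-labelled HDL at 10 µg/mL final; technique: bottom-read fluorescence, 550/595 nm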
SR-BI HDL uptake: blocks mouse SR-BI lipid uptake from DiI-HDL; Q61009; ldlA[mSR-BI] CHO cells, DiI-HDL uptake fluorescence, 3 h; inhibition, % at 12.5 µM; hit rate 0.96% among 320,000; AID 488896;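 active = mean replicate inhibition of at least 70% and a set share of replicates each scoring 70 or more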;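 also: 0% = median of neutral control wells and 100% = median of positive control wells; values of inactives mirror those of a sister screen read the other way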
Active calls of the source: *; / = no result given.

CDK5 p35 inh	PKA-R1A activ	DSG3 Ab inh	PKA-R2B act	MITF act	dFosB activator	Arr AP2 block	Mot1-301 SUMO	NSD2 inh	SR-BI uptake up	SR-BI HDL uptake	SMILES
0.9	0	78	-6	1	3	-3	-10	5	11	-11	COc1ccc(OCC(O)CN2CCc3ccccc3C2)cc1 (configuration not stated)
0.4	-4	102	-1	-5	-6	15	17	5	-22	22	Nc1n[nH]c(N)c1N=Nc1ccccc1
0.9	-12	101	-7	-13	3	-3	/	2	-26	26	COc1ccccc1NC(=O)c1cc(Sc2nncn2C)nc2ccccc12
2.6	0	/	-6	4	-8	-3	-10	1	-1	1	O=C(CSc1nnc(-c2ccccc2O)o1)N1CCc2ccccc2C1
0.6	-12	111	-5	1	3	41	-4	0	38	-38	Cc1[nH]c2ccccc2c1C(=O)C(=O)NCC1CCCO1 (configuration not stated)
-0.6	6	97	-8	3	-10	-22	40	3	-56	56	CCOc1ccccc1N=Nc1c(C)[nH]n(C(N)=S)c1=O
-0.9	-2	105	-3	17	-4	38	23	1	-8	8	O=C(CCc1ccccc1)N=C1SC2CS(=O)(=O)CC2N1c1ccccc1 (configuration not stated)
-0.4	-9	112	-7	33	0	-6	17	0	-58	58	CCOC(=O)c1ccc(-c2ccc(/C=N/NC(=O)Cc3nnc(N)s3)o2)cc1
2.2	-18	96	-8	-11	-12	-4	3	-7	-16	16	COc1ccc(-c2cc(C(=O)N3CCCCC3)c3ccccc3n2)cc1OC
-1.5	-5	101	-2	/	-12	-17	8	1	-11	11	CCCCCCCCOc1ccc(C2CC(=O)NC2=O)cc1 (configuration not stated)
-1.0	-9	110	-6	-26	3	-5	-6	2	-19	19	Cc1cc(C(=O)OCC(=O)NCc2ccco2)c(C)n1-c1ccc(F)cc1
-0.8	-8	103	-10	-13	-1	-3	-19	8	-12	12	COc1cc(C2=NOC(C(=O)NC3CCCCC3)C2)cc(OC)c1OC (configuration not stated)
-3.0	-6	105	2	105*	-4	-6	20	0	2	-2	COc1ccc(NC(=O)Nc2ccc3c(c2)CCC3)cc1
-0.7	0	122	-3	-3	-4	8	0	-4	6	-6	CCCCn1c(N)c(N(CC)C(=O)CSCC(=O)Nc2ccc(OC)cc2)c(=O)[nH]c1=O
0.1	-5	86	-7	16	-27	3	-8	6	/	/	CCN1CC(CN(C)Cc2cn(-c3cccc(C)c3)nc2-c2cccc(F)c2)CC1=O (configuration not stated)
-1.0	1	99	-10	-6	-1	-2	-16	5	21	-21	COCCC(=O)Nc1ccc2c(c1)CN(C(=O)CCSC)CC2
-1.0	-11	94	-7	20	-3	13	-1	0	5	-5	CN(CC(=O)Nc1ccc(F)cc1)C(=O)c1ccc(OCc2cn3ccccc3n2)cc1
-5.1	2	90	-12	-11	-2	13	-19	-1	-23	23	Cc1ccc(-c2nnn(CC(=O)N3c4ccccc4CCc4ccccc43)n2)cc1
-0.1	1	100	-11	67	-8	1	14	-1	-3	3	CCOC(=O)C1C(=O)C=C(Nc2ccccc2F)CC1c1ccccc1 (configuration not stated)
-0.9	-1	98	4	-15	-11	-8	-23	1	-69	69	Cc1cccc(-n2c(C)cc(/C=N/NC(=O)c3ccc(CN4CCOCC4)cc3)c2C)c1
-0.7	6	96	-7	-5	0	0	6	-1	7	-7	CCN(C(=O)COC(=O)CNC(=O)c1ccc(F)cc1)C1CCS(=O)(=O)C1 (configuration not stated)
-0.2	-9	102	-7	-14	1	-10	-2	-4	-13	13	Cc1ccc(NC(=O)C2CCCN(S(=O)(=O)c3c(C)noc3C)C2)c(Br)c1 (configuration not stated)
0.8	-8	109	-6	-11	-6	0	11	5	-15	15	COc1cccc(CN2CCNC(=O)C2CC(=O)NCCn2ccc3ccccc32)c1OC (configuration not stated)
-0.4	3	97	-4	-15	-2	-10	-17	0	11	-11	Cc1cccc(C)c1OCc1nc2ccccc2c(=O)n1/N=C/c1c[nH]c2ccccc12
0.4	4	112	-5	21	6	12	18	-2	/	/	CNc1ccccc1-n1ccc(-c2ccccc2)n1
0.7	-13	101	-6	12	-9	14	46	0	5	-5	O=C(C1CCN(Cc2ccc(Cl)cc2)CC1)N1CCN(C(c2ccccc2)c2ccccc2)CC1
2.1	-15	/	-2	-10	-8	5	0	-8	-18	18	c1ccc2c(N3CCCCC3)nc(N3CCCCC3)nc2c1
0.5	-10	114	-10	/	-5	5	11	/	7	-7	Cc1nn(Cc2ccccc2)c(Cl)c1C(=O)OCc1nnc(-c2ccc(Cl)cc2)o1
1.5	-7	84	-18	2	-7	13	2	1	12	-12	Nc1nc(SCC(=O)Nc2ccc([N+](=O)[O-])cc2)n[nH]1
1.7	-10	/	-6	/	-4	8	-14	25	/	/	NC(=O)COc1ccccc1
0.2	-9	95	-5	-9	-26	16	17	/	13	-13	O=C(CSc1nc2c(cnn2-c2ccc(F)cc2)c(=O)[nH]1)N1CCCCCC1
-1.6	5	99	-1	35	-5	-3	-8	13	-2	2	C/C(=N\NC(=O)c1cc(O)ccc1O)c1cccc(NC(=O)c2cccc(Cl)c2)c1
0.8	2	109	7	7	0	-6	10	/	12	-12	C[C@@H]1C(=O)O[C@H]2CC34[C@H]5C[C@@H](C(C)(C)C)[C@]36[C@@H](OC(=O)[C@@H]6O)O[C@@]4(C(=O)O5)[C@]21O (some centres not stated)
2.6	-5	95	0	-8	6	-3	-10	0	30	-30	O=C(O)c1ccc(N/N=C/c2ccncc2)cc1
-0.4	13	119	-5	5	-7	4	51	-2	-17	17	O=C(OC(C(=O)Nc1cc(Cl)cc(Cl)c1)c1ccccc1)C1=COCCO1 (configuration not stated)
-0.4	-5	/	-8	/	8	4	35	-1	/	/	COc1cc(Br)cc(/C=N/NC(=O)Cc2ccccc2)c1O
-11	2	101	-6	/	-7	12	8	/	12	-13	O=C(NCCN1CCOCC1)c1ccc2c(c1)N(Cc1ccc(F)cc1)C(=O)CS2
0.5	-9	/	-9	-3	-10	-11	-10	-2	15	-15	CCOC(=O)N1CCN(C(=O)c2cn(CC)c3ccc(S(=O)(=O)N(C)C4CCCCC4)cc3c2=O)CC1
-1.5	-7	100	3	-8	-8	9	19	-2	-1	1	Nc1nnc(SCn2nnc3ccccc3c2=O)s1
-3.1	-3	/	-4	/	-1	17	-12	-7	14	-14	Cc1nn(-c2ccccc2)c2c1C1(C(=O)N(C)c3ccccc31)C(C#N)=C(N)O2 (configuration not stated)
1.4	5	/	-1	-7	2	7	51	-3	/	/	CC(C)(C)NC(=O)CN(C(=O)c1snc(C(=O)NC2CCCCC2)c1N)c1ccccc1F
0.5	4	101	-2	-6	0	27	1	/	-11	11	COC/C=C/C1=CC(=O)C[C@H](c2ccc3c(c2)OCO3)C1
0.3	0	/	-1	2	12	25	3	-2	-57	57	Clc1ccc(-c2cn3cc(Br)ccc3n2)cc1Cl
1.0	12	74	-7	2	-7	4	3	-3	-10	10	CCCCC(=O)NC(=S)Nc1cccc(Cl)c1N1CCCCC1
-1.7	-15	99	-2	1	-2	-5	-5	-6	-16	16	CC(OC(=O)c1ccc(-n2cnnn2)cc1)C(=O)NCc1ccccc1 (configuration not stated)
-1.0	-1	94	-2	/	-4	-7	1	-1	58	-58	CN(C)c1nc(OCCNC(=O)COc2ccc(Cl)cc2Cl)nc(N2CCOCC2)n1
0.8	-11	101	-6	-2	-1	27	-6	1	10	-10	O=C(/C=C/c1ccccc1F)N1CCN(c2ccccn2)CC1
0.6	11	88	-2	19	6	34	-8	-2	-17	17	CC(C)c1c(C(=O)N/N=C/c2ccc(Cl)cc2Cl)nnn1-c1nonc1N
1.7	-11	98	-3	-5	-2	7	-1	/	5	-5	Cc1cccc(CCNC(=O)c2nnc(Cc3ccc(Cl)cc3)o2)c1
0.3	-9	104	-3	0	-11	37	6	0	1	-1	COc1cc(NC(=O)CCNS(=O)(=O)c2cc(Br)cnc2N)cc(OC)c1

Ordered by value in dFosB activator (high to low): three of the compounds above.
smiles | dFosB activator
Clc1ccc(-c2cn3cc(Br)ccc3n2)cc1Cl | 12
O=C(/C=C/c1ccccc1F)N1CCN(c2ccccn2)CC1 | -1
COc1cc(NC(=O)CCNS(=O)(=O)c2cc(Br)cnc2N)cc(OC)c1 | -11

New compounds follow
CDK5 p35 inh	PKA-R1A activ	DSG3 Ab inh	PKA-R2B act	MITF act	dFosB activator	Arr AP2 block	Mot1-301 SUMO	NSD2 inh	SR-BI uptake up	SR-BI HDL uptake	SMILES
0.1	-5	109	-3	2	2	21	-20	1	-3	3	CC(C)[C@H](NC(=O)c1ccccc1)C(=O)OCC(=O)N1CC(=O)Nc2ccccc21
0.5	1	98	3	4	-2	-11	15	1	30	-30	CCOC(=O)c1ccccc1NC(=S)N1CCCCC1
3.1	0	98	0	1	2	7	73	-1	24	-24	CCN(CC)C(=O)C12CC3CC(CC(Br)(C3)C1)C2
1.2	-6	86	1	0	-4	10	6	0	7	-7	COc1cc(C(c2nnnn2C(C)(C)C)N2CCN(c3nc4ccccc4s3)CC2)ccc1O (configuration not stated)
-0.5	1	112	-7	/	4	38	-11	-1	-21	21	CSc1c(CC(=O)Nc2ccccc2)n(C)c2ccccc12
-0.3	-4	103	6	88*	2	1	3	-1	33	-33	CN1CCN(/N=C/c2ccc(Cl)c(Cl)c2)CC1
-2.3	0	106	-10	2	5	-6	16	0	5	-5	CC(C)(C)C(=O)NC(=S)Nc1cc(C(=O)O)ccc1Cl
-4.1	-2	95	2	3	-9	17	-8	1	10	-10	CC1(C)CC(NC(=S)NCc2ccco2)CC(C)(C)N1
-0.8	3	109	8	0	-31	-5	-9	0	/	/	Cc1ccc2c(c1)cc(C)c1nnc(SCC(=O)NCc3ccco3)n12
1.1	-2	/	-2	6	-6	-2	0	15	-6	6	CCCCN(CC)CCCNC(=O)c1ccc2c(c1)N(CC)C(=O)c1ccccc1S2(=O)=O
0.2	-16	96	0	0	0	1	460	0	15	-15	Cc1cc(C)n(-c2nncn2/N=C/c2ccccc2F)n1
-0.7	-9	104	-2	6	-3	-2	-15	1	3	-3	O=C(CN1CCN(S(=O)(=O)c2ccc(F)cc2)CC1)NCc1cccs1
-0.8	-4	99	-7	/	-3	-2	1	/	21	-21	COc1cccc2sc(Nc3nnc(-c4cccs4)o3)nc12

Screening data: PubChem BioAssay, several laboratories
